Autophagy mod: autophagy modulation, high-content screen | 190,000 compounds, 0.98% hits | MEF GFP-LC3 puncta imaging; test concentration mostly 10 µM | AID 463193 | calls only at 10 µM (by protocol);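 active = percentage of spot-positive cells more than 3 SD above its plate mean, without a fluorescence outlier flag or 80% toxicity; inconclusive = no clear call, values can overlap the other calls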;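 note: spot-positive cell cutoff set from DMSO-treated cells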
WT yeast gro inh: growth inhibition of WT yeast, mitochondrial fusion screen; mitochondrial fusion phenotypic screen, WT strain; inhibition, % at 10 µM; 190,000 compounds, 2.1% hits; AID 1362; in the data active = inhibition above about 58%; tested in S. cerevisiae
Lipid droplet: hepatic lipid droplet formation modulation; AML12 mouse hepatocytes, oleate lipid droplets, BODIPY imaging; inhibition, % at 6.5 µM; 240,000 compounds, 0.4% hits;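 active = lipid droplet intensity inhibited by at least 50%, with more than 500 cells counted; inconclusive = wells with under 300 cells, treated as cytotoxic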
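Assay system: AML12 hepatocytes (mouse); Probe or stimulus: oleic acid at 100 µM to induce lipid droplet formation; Dosing: compound at 6.5 µM only; Schedule: compound with oleate, overnight; Detection: fluorescence imaging, 20x objective, two fields per well; Measure: % inhibition of lipid droplet signal.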
West Nile antiviral: West Nile virus antiviral activity, cell-based, CPE readout (AID 1621); CPE inhibition, % at 10 µM, or IC50 in µM where a hit was titrated; West Nile virus-infected cells, CPE inhibition; higher % means a stronger effect; 290,000 compounds, 0.02% hits; in the data active = a potency from the dose series; inconclusive = CPE inhibition mostly from about 3.7% at the one dose, without a potency; inactive = the rest, 99 in 100 with CPE inhibition below about 2.2%; note: strong numbers were not always called active
Myeloid diff MLP: promotes myeloid progenitor differentiation; calls only at 10 µM; 360,000 compounds, 1% hits; AID 624256; ER-HoxA9 myeloid progenitors, lysozyme-GFP differentiation, flow cytometry;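 active = normalized GFP-positive differentiation at or above the plate's own cutoff, the solvent-only control mean plus 3 SD; inconclusive = no clear call, values can overlap the other calls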;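 note: cells exposed to compound for four days before flow analysis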
MT stabilize HCS: stabilizes microtubules in HeLa cells. 200,000 compounds, 0.83% hits. % tubulin-high responders, % at 10 µM. HeLa tubulin immunostaining HCS, 24 h; share of cells brighter than vehicle mean+2SD;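 active = plate Z-score above 3 for both tubulin-high and condensed-nucleus cell shares, with cell loss under 80%, at 10 µM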;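 note: anti alpha tubulin signal scored within the nucleus-defined area of each cell; some results filed as inactive read as strong as hits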
T cell HTS: T cell immune modulation candidate | 2C CD8+ T cell-vesicle binding, flow cytometry; stronger effect = lower value | calls only at 7 µM | 330,000 compounds, 0.068% hits;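 active = response, share of CD8 T cells binding vesicles, and their 90th percentile fluorescence all below set limits, cut at about 80% in these data, passing the limit was not always enough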
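incubation = binding step 1.5 h, 37 °C, antibody labelling 20 min, ice | test system = 2C mouse CD8+ T cells | read-out basis = percent CD8+ FL2 mean versus row control | controls = Peptide-free naked vesicles (low) and QL9 vesicles with 0.7% DMSO vehicle (high) | detection = flow cytometry of vesicle-bound cells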
b-catenin transl: modulators of beta-catenin nuclear translocation | AID 1665 | nuclear translocation activity, % at 5 µM | 190,000 compounds, 0.3% hits | HeLa beta-catenin nuclear translocation, immunofluorescence imaging;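 active = nuclear translocation activity above 50% at 5 µM, with a well cell count of 50 or more; inconclusive = wells under 50 cells across six images, flagged as toxic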;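 note: per-cell ratio of nuclear to cytoplasmic median beta-catenin stain intensity; plate controls were DMSO negative control for no effect and GSK-3 inhibitor IX positive control for full effect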
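Test system: human HeLa cells, endogenous beta-catenin. Times: 24 h compound exposure, 37°C. Measured by: beta-catenin immunofluorescence imaging with DAPI.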
Insulin prom up: MIN6 insulin promoter up-regulation | MIN6 insulin promoter-GFP reporter, high-content imaging; stronger effect = higher value | z-score at 5 µM | 190,000 compounds, 0.3% hits;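 active = z-score above 3 at 5 µM with at least 500 cells counted in the well; inconclusive = wells under 500 cells, flagged as cytotoxic or low count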
WT yeast gro inh mutant strain: recorded beside WT yeast gro inh, whose call it bears; inhibition, %; mitochondrial fusion phenotypic screen, mutant strain inhibition
Insulin prom up cell count: also measured in Insulin prom up; calls as there; cell count; measured here: cytotoxicity, nuclei count;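 total cells summed across four imaged fields per well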
Lipid droplet cells 6.5 µM: recorded beside Lipid droplet, whose call it bears; cell count; measured here: cell count, cytotoxicity flag;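 cells counted across two imaged fields per well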
b-catenin transl cell count 5 µM: recorded beside b-catenin transl, whose call it bears; cell count; measured here: cell count, cytotoxicity flag
T cell HTS vesicle-bound %: second read-out of T cell HTS, no call of its own (marks repeat the call); double positive events, %; measured here: CD8+ vesicle-bound cell fraction;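 binding gate set so that unloaded-vesicle control wells show 10% double positive cells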
MT stabilize HCS Hoechst-high %: also measured in MT stabilize HCS; calls as there; % Hoechst-high responders; measured here: nuclear condensation Hoechst responders;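 share of cells brighter than vehicle mean plus two SD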
MT stabilize HCS cytotoxicity %: recorded beside MT stabilize HCS, whose call it bears; toxicity, %; measured here: cytotoxicity by cell density;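 0% = mean cell density of plate MIN control wells and 100% = no cells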
Autophagy mod cell loss 18 h: also measured in Autophagy mod; calls as there; toxicity, %; measured here: cell loss, nuclei count;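 cell loss after 18 h compound exposure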
Myeloid diff MLP GFP+ MAC1+ %: further read-out of Myeloid diff MLP, marked with its call; GFP+ MAC1+ double positive, %; measured here: differentiation confirmed by MAC1 staining
* hit, by the source's call; i = inactive; ? = inconclusive; nt = no result given.

SMILES	Autophagy mod	Autophagy mod cell loss 18 h	WT yeast gro inh	WT yeast gro inh mutant strain	Lipid droplet	Lipid droplet cells 6.5 µM	West Nile antiviral	Myeloid diff MLP	Myeloid diff MLP GFP+ MAC1+ %	MT stabilize HCS	MT stabilize HCS Hoechst-high %	MT stabilize HCS cytotoxicity %	T cell HTS	T cell HTS vesicle-bound %	b-catenin transl	b-catenin transl cell count 5 µM	Insulin prom up	Insulin prom up cell count
CC1CCN(C(C(=O)O)c2ccccc2)CC1 (stereo unspecified)	i	10	-4	3	16	718	0.0%	i	0.2	3.7	2.2	2.4	i	65	0.4	1077	-0.66	1245
CC(C)Oc1ccccc1OCCN(C)C	i	3	-4	12	5	745	0.1%	i	0.3	2.8	2.0	7.4	i	54	nt	nt	0.41	1484
COc1ccc(C(=O)Nc2cccc(-c3nnc(-c4ccco4)o3)c2)cc1	i	5	3	-9	14	806	1.0%	i	0.5	1.4	0.9	12	i	28	-0.6	1194	nt	nt
CCCCCC1NC(=O)NC1CCCCCC(=O)O (stereo unspecified)	i	-1	9	23	7	680	0.5%	i	0.7	1.3	0.7	25	i	33	nt	nt	0.04	1280
O=C(CCS(=O)(=O)c1cccc2nonc12)NC1CCCCCC1	i	-4	2	-8	-4	746	-0.7%	i	0.2	4.1	2.5	2.7	i	23	nt	nt	0.38	1189
CC(C)(C)C(=O)COC(=O)c1cc(-c2ccncc2)nc2ccccc12	i	-6	53	22	-1	667	-0.8%	i	0.1	0.1	3.4	12	i	43	-0.6	1078	0.36	1223
O=C(Nc1nnc(SCCN2CCOCC2)s1)C1CC(=O)N(c2ccccc2)C1 (stereo unspecified)	nt	nt	nt	nt	15	835	0.2%	i	1.2	nt	nt	nt	i	62	nt	nt	nt	nt
CC(C)c1ccc(/C=N/NC(=O)c2nnn(-c3nonc3N)c2CN2CCOCC2)cc1	nt	nt	nt	nt	11	773	0.2%	i	4.8	nt	nt	nt	i	24	nt	nt	nt	nt
Cc1cccc(-c2nc3ccccc3c(=O)n2NC(=O)Cc2ccc(Cl)cc2)c1	i	-2	-2	-17	17	676	-1.6%	i	0.2	1.6	1.6	6.0	i	54	-1.6	1196	0.21	1415
Cc1cc(S(=O)(=O)Nc2c(C)nc3nc[nH]n3c2=O)ccc1F	i	6	14	6	8	722	1.2%	i	0.1	4.9	1.4	2.8	i	33	1.2	1037	0.82	1416
COc1ccccc1CN1CC(C(=O)NCc2cc(C)on2)CCC1=O (stereo unspecified)	nt	nt	nt	nt	-19	689	1.6%	i	1.7	nt	nt	nt	i	36	nt	nt	nt	nt
COC(=O)CSc1nsc(SCC(=O)OC)c1C#N	i	4	-1	6	-17	649	0.0%	i	0.6	2.1	0.4	13	i	19	0.5	1040	0	1856
CS(=O)(=O)N1CCC(C(=O)Nc2ccc(Cl)cc2)CC1	nt	nt	nt	nt	-1	837	1.1%	i	0.2	nt	nt	nt	i	38	nt	nt	nt	nt
COc1ccc(CN2C3CCC2CC(NC(=O)c2cccc(F)c2)C3)cc1 (stereo unspecified)	nt	nt	nt	nt	10	847	-0.9%	i	1.4	nt	nt	nt	i	50	nt	nt	nt	nt
COc1ccccc1NC(=O)CC1CCCC1	nt	nt	nt	nt	-10	766	-0.2%	i	1.2	nt	nt	nt	i	13	nt	nt	nt	nt
O=C(NCc1ccco1)/C(=C\c1ccco1)NC(=O)c1ccc(Br)o1	i	-4	-8	-13	-35	637	-0.7%	i	0.3	3.3	2.9	7.3	i	25	-1.0	968	0.79	2135
CCOC(=O)c1oc2c(O)c(O)ccc2c(=O)c1-c1nncn1-c1ccccc1	i	9	-3	-25	9	747	-0.1%	i	0.7	1.6	0.4	17	i	6	nt	nt	0.46	1323
O=S(=O)(Nn1cnnc1)c1ccccc1	i	-8	-17	8	0	711	0.5%	i	0.5	3.5	1.4	5.0	i	27	-1.2	1315	0.33	1296
CCC1C/C(=C\c2cc(OC)c(OC)cc2OC)C(=O)/C(=C/c2cc(OC)c(OC)cc2OC)C1 (stereo unspecified)	nt	nt	nt	nt	-6	822	1.7%	i	2.4	nt	nt	nt	i	54	nt	nt	nt	nt
CC1CCN(c2nc3c(c(=O)[nH]c(=O)n3C)n2Cc2ccccc2Cl)CC1	i	-7	41	-13	-11	764	0.8%	i	1.2	2.2	3.5	6.3	i	40	-4.5	1124	0.52	1261
CCOC(=O)c1ccc(NC(=O)c2sc3nc4n(c(=O)c3c2C)CCC4)cc1	nt	nt	nt	nt	-9	721	-0.3%	?	nt	nt	nt	nt	i	10	nt	nt	nt	nt
COc1ccc(-c2[nH]ncc2CNCCCSC)cc1F	i	2	-15	-3	-3	702	0.5%	i	1.0	3.1	2.0	9.7	i	27	2.3	1023	-0.51	1438
O=C(/C=C/c1ccco1)NCc1ccco1	nt	nt	nt	nt	16	703	-0.4%	i	0.5	nt	nt	nt	i	40	-4.7	1281	-0.21	1425
O=C(NC1CCCCC1)C1CCN(c2nccs2)CC1	i	-6	-21	-1	nt	nt	-0.2%	i	1.3	2.9	3.0	10	i	32	-6.9	1009	-0.18	1326
S=C(c1ccc(-c2cc(Cl)ccc2Cl)o1)N1CCCCC1	i	0	50	12	-4	527	-2.0%	i	0.2	2.7	3.2	9.1	i	23	nt	nt	-0.02	1059
O=C(NN1C(=O)c2ccccc2C1=O)C1C2CCCCC21 (stereo unspecified)	i	2	6	11	14	573	0.2%	i	0.8	4.0	3.1	12	i	12	-0.9	1105	-0.19	1245
Cc1nn(CC(=O)Nc2ccccn2)c(=O)c2ccccc12	i	-4	17	17	-7	725	-0.1%	i	0.8	3.3	1.6	7.1	i	14	-1.5	1044	-0.2	1305
O=C(CSc1ccc2c(c1)OCCO2)Nc1ccc(Br)cn1	nt	nt	nt	nt	-8	736	-0.3%	i	0.6	nt	nt	nt	i	27	nt	nt	nt	nt
Cc1ccc(-c2cc(C(=O)NC3CCCC3)no2)cc1	nt	nt	nt	nt	-4	838	-1.1%	i	0.4	nt	nt	nt	i	45	nt	nt	nt	nt
CC(C)c1ccc(C(=O)Nc2nnc(S(=O)(=O)N3CCCCC3)s2)cc1	nt	nt	nt	nt	0	701	-0.1%	i	3.5	nt	nt	nt	i	10	nt	nt	nt	nt
Cc1ccc(S(=O)(=O)CCC(=O)OCC(=O)c2ccc(C)c(C)c2)cc1	i	0	7	-13	-18	725	0.9%	i	0.6	2.2	2.8	7.9	i	32	4.0	458	0.31	1354

Among those listed so far, these contain an aryl methoxy group.
SMILES	Autophagy mod	Autophagy mod cell loss 18 h	WT yeast gro inh	WT yeast gro inh mutant strain	Lipid droplet	Lipid droplet cells 6.5 µM	West Nile antiviral	Myeloid diff MLP	Myeloid diff MLP GFP+ MAC1+ %	MT stabilize HCS	MT stabilize HCS Hoechst-high %	MT stabilize HCS cytotoxicity %	T cell HTS	T cell HTS vesicle-bound %	b-catenin transl	b-catenin transl cell count 5 µM	Insulin prom up	Insulin prom up cell count
COc1ccc(C(=O)Nc2cccc(-c3nnc(-c4ccco4)o3)c2)cc1	i	5	3	-9	14	806	1.0%	i	0.5	1.4	0.9	12	i	28	-0.6	1194	nt	nt
COc1ccccc1CN1CC(C(=O)NCc2cc(C)on2)CCC1=O (stereo unspecified)	nt	nt	nt	nt	-19	689	1.6%	i	1.7	nt	nt	nt	i	36	nt	nt	nt	nt
COc1ccc(CN2C3CCC2CC(NC(=O)c2cccc(F)c2)C3)cc1 (stereo unspecified)	nt	nt	nt	nt	10	847	-0.9%	i	1.4	nt	nt	nt	i	50	nt	nt	nt	nt
COc1ccccc1NC(=O)CC1CCCC1	nt	nt	nt	nt	-10	766	-0.2%	i	1.2	nt	nt	nt	i	13	nt	nt	nt	nt
CCC1C/C(=C\c2cc(OC)c(OC)cc2OC)C(=O)/C(=C/c2cc(OC)c(OC)cc2OC)C1 (stereo unspecified)	nt	nt	nt	nt	-6	822	1.7%	i	2.4	nt	nt	nt	i	54	nt	nt	nt	nt
COc1ccc(-c2[nH]ncc2CNCCCSC)cc1F	i	2	-15	-3	-3	702	0.5%	i	1.0	3.1	2.0	9.7	i	27	2.3	1023	-0.51	1438

Taken from above.
Cc1ccc(-c2cc(C(=O)NC3CCCC3)no2)cc1 in Lipid droplet is listed with -4
Cc1nn(CC(=O)Nc2ccccn2)c(=O)c2ccccc12 in b-catenin transl cell count 5 µM is listed with 1044

Screening data from PubChem.
